WT yeast gro inh = growth inhibition of WT yeast, mitochondrial fusion screen; mitochondrial fusion phenotypic screen, WT strain; inhibition, % at 10 µM; 190,000 tested, 2.1% active; AID 1362; in the data active = inhibition above about 58%; tested in S. cerevisiae
ER stress rescue = rescue of cells from ER stress-induced death, primary screen, 384-well, CSM14.1, thapsigargin, ATP luminescence (AID 1222); CSM14.1 thapsigargin-induced death rescue, ATP luminescence; higher % means a stronger effect; cellular ATP content (survival), % at 20 µM; hits with a dose series show EC50 in µM; 190,000 tested, under 10 active;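 active = EC50 below 50 µM in the dose-response confirmation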;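 note: death triggered by thapsigargin at about 15 µM added after 2 h compound pretreatment; cell ATP read after overnight thapsigargin exposure of roughly 18 to 22 hours; normalized against plate controls of thapsigargin alone and 5% DMSO vehicle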
bCat nuc transl = modulators of beta-catenin nuclear translocation. HeLa beta-catenin nuclear translocation, immunofluorescence imaging. nuclear translocation activity, % at 5 µM. 190,000 tested, 0.3% active. AID 1665;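 active = nuclear translocation activity above 50% at 5 µM, with a well cell count of 50 or more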;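 note: per-cell ratio of nuclear to cytoplasmic median beta-catenin stain intensity; plate controls were DMSO negative control for no effect and GSK-3 inhibitor IX positive control for full effect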
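Test system: human HeLa cells, native beta-catenin. Compound dosing: 5 µM primary single dose, 0.1% DMSO, 0.02–20 µM confirmation series. Incubation: compound exposure 24 h at 37°C. Detection: beta-catenin immunostaining with DAPI counterstain, 20x imaging, 6 fields/well. Read-out basis: Nuclear/cytoplasmic beta-catenin signal ratio, % activation.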
MT stabilizer = stabilizes microtubules in HeLa cells | HeLa tubulin immunostaining HCS, 24 h; share of cells brighter than vehicle mean+2SD | % tubulin-high responders, % at 10 µM | 200,000 tested, 0.83% active | AID 2205;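 active = plate Z-score above 3 for both tubulin-high and condensed-nucleus cell shares, with cell loss under 80%, at 10 µM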;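 note: anti alpha tubulin signal scored within the nucleus-defined area of each cell; some results filed as inactive read as strong as hits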
XIAP displacement = XIAP antagonists, biochemical, IAP family, fluorescence polarization (AID 1018). 200,000 tested, 0.007% active. displacement, % at 20 µM; hits with a dose series show IC50 in µM. XIAP BIR domain, fluorescence polarization peptide displacement; higher % means a stronger effect; in the data active = displacement above about 50%; note: a part of the inactive calls stands beside numbers as strong as those of hits
Ins promoter up = MIN6 insulin promoter up-regulation. z-score at 5 µM. 190,000 tested, 0.3% active. MIN6 insulin promoter-GFP reporter, high-content imaging; active compounds read high. AID 1625;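 active = z-score above 3 at 5 µM with at least 500 cells counted in the well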
Autophagy HCS = alters autophagy in cells; MEF GFP-LC3 puncta imaging; test concentration mostly 10 µM; calls only at 10 µM (by protocol); 190,000 tested, 0.98% active;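 active = percentage of spot-positive cells more than 3 SD above its plate mean, without a fluorescence outlier flag or 80% toxicity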;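 note: spot-positive cell cutoff set from DMSO-treated cells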
Dynein cargo inh = dynein cargo transport inhibition | z-score, hits read low | 3617.4 mouse cells, GR-EGFP nuclear translocation imaging; test concentration mostly 20 µM; stimulated with dexamethasone, 1 µM; active compounds read low | 220,000 tested, 0.47% active;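 active = plate z-score of nuclear minus cytoplasmic receptor signal below a set negative limit, without overly bright fluorescence or cell loss, cut at about -3.5 in these data, passing the limit was not always enough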;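 note: z-score of nuclear minus cytoplasmic ring GR-EGFP intensity difference per well; some compounds called inactive have numbers as strong as hits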
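Also added – dexamethasone, 1.0 µM final · Buffer or medium – tet-free, stripped-serum medium · Schedule – induction 48 h, compound 1 h, agonist 30 min · Detection – formaldehyde fixation, Hoechst nuclear stain, 10x automated fluorescence imaging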
Lipid droplet = modulators of hepatic lipid droplet formation | AML12 mouse hepatocytes, oleate lipid droplets, BODIPY imaging | inhibition, % at 6.5 µM | 240,000 tested, 0.4% active;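 active = lipid droplet intensity inhibited by at least 50%, with more than 500 cells counted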
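System: AML12 hepatocytes (mouse). Probe or stimulus: oleic acid at 100 µM to induce lipid droplet formation. Times: overnight treatment with compound plus oleate. Detection: Image-based BODIPY and DAPI two-channel analysis. Evaluation: percent inhibition of filter-corrected integrated lipid droplet intensity per well.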
WT yeast gro inh mutant strain = also measured in WT yeast gro inh; calls as there; inhibition, %; mitochondrial fusion phenotypic screen, mutant strain inhibition
Dynein cargo inh cytoplasmic EGFP = also measured in Dynein cargo inh; calls as there; z-score; measured here: cytoplasmic GR-EGFP intensity; active compounds read high
Dynein cargo inh nuclear GR-EGFP = second read-out of Dynein cargo inh, no call of its own (marks repeat the call); z-score; measured here: nuclear GR-EGFP intensity;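 lower value marks the stronger effect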
Dynein cargo inh cell count = recorded beside Dynein cargo inh, whose call it bears; z-score; measured here: cell count per field
Ins promoter up cell count = second read-out of Ins promoter up, no call of its own (marks repeat the call); cell count; measured here: cytotoxicity, nuclei count;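 total cells summed across four imaged fields per well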
Lipid droplet cells 6.5 µM = also measured in Lipid droplet; calls as there; cell count; measured here: cell count, cytotoxicity flag;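 cells counted across two imaged fields per well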
bCat nuc transl cell count 5 µM = recorded beside bCat nuc transl, whose call it bears; cell count; measured here: cell count, cytotoxicity flag
MT stabilizer Hoechst-high % = further read-out of MT stabilizer, marked with its call; % Hoechst-high responders; measured here: nuclear condensation Hoechst responders;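 share of cells brighter than vehicle mean plus two SD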
MT stabilizer cytotoxicity % = further read-out of MT stabilizer, marked with its call; toxicity, %; measured here: cytotoxicity by cell density;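 0% = mean cell density of plate MIN control wells and 100% = no cells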
Autophagy HCS cell loss 18 h = further read-out of Autophagy HCS, marked with its call; toxicity, %; measured here: cell loss, nuclei count;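 cell loss after 18 h compound exposure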
Active calls of the source: *; i = inactive; / = no result given.

SMILES	WT yeast gro inh	WT yeast gro inh mutant strain	ER stress rescue	bCat nuc transl	bCat nuc transl cell count 5 µM	MT stabilizer	MT stabilizer Hoechst-high %	MT stabilizer cytotoxicity %	XIAP displacement	Ins promoter up	Ins promoter up cell count	Autophagy HCS	Autophagy HCS cell loss 18 h	Dynein cargo inh	Dynein cargo inh cytoplasmic EGFP	Dynein cargo inh nuclear GR-EGFP	Dynein cargo inh cell count	Lipid droplet	Lipid droplet cells 6.5 µM
O=C(O)c1cc2nc(C3CC3)cc(C(F)(F)F)n2n1	3.4	5.2	1.0%	-0.7	1180	4.7	2.4	9.5	-6.7%	-0.21	814	/	/	0.956	-0.133	0.51	0.571	/	/
O=[N+]([O-])c1cc(S(=O)(=O)/N=C(/c2ccccc2)N2CCOCC2)ccc1Cl	-6.7	-2.1	1.6%	-1.2	1102	3.0	2.2	3.1	3.3%	/	/	i	-3.2	-0.0868	0.0355	-0.0125	-1.41	-13.0	706
COc1ccc2c(C(=O)CCl)c[nH]c2c1	/	/	/	-0.3	1323	/	/	/	/	0.11	1015	/	/	-0.584	-0.146	0.309	-0.00566	-12.3	709
N#C/C(=C\c1cccnc1)C(=O)Nc1ccccc1	-4.7	12.7	-1.1%	-0.3	1083	2.4	2.5	9.2	-6.6%	0.23	1436	i	-11.1	-0.814	-0.225	-0.461	1.21	6.9	559
CCN(CC)S(=O)(=O)c1cc(NC(=O)C(C)N2CCN(c3ccccn3)CC2)ccc1C (stereo not drawn)	-19.0	8.9	1.6%	-0.4	1020	2.4	2.4	7.2	-6.1%	1.95	1164	i	-0.1	-1.25	-0.245	-0.131	1.33	-7.2	629
C=CCN(CC=C)C(=O)C(=O)c1cc(C)n(-c2ccc([N+](=O)[O-])cc2)c1C	-16.4	14.1	1.6%	/	/	4.0	2.7	6.0	2.5%	/	/	i	20.5	-0.832	-0.221	-0.639	0.477	/	/
O=C(O)/C=C/C(=O)NCc1cn(-c2ccccc2)nc1-c1cccc(Br)c1	6.0	-16.7	-0.7%	0.8	1113	3.0	1.5	1.9	-5.4%	0.37	1104	i	-2.2	1.1	-0.249	0.502	-0.492	-10.0	705
N/C(CC(=O)Nc1cc(C(F)(F)F)ccc1Cl)=N\O	/	/	/	-1.6	1161	/	/	/	/	-0.17	1503	/	/	0.634	-0.214	0.0706	-0.499	8.7	782
COc1cc([N+](=O)[O-])ccc1NC(=O)CCCOc1cc(C)ccc1C	20.2	-2.7	1.7%	-1.0	1151	3.9	3.3	6.9	-2.3%	0.55	1547	i	-1.4	-0.777	-0.259	-0.374	0.575	-23.7	685
COc1ccccc1NNC(=O)C(O)(c1ccccc1)c1ccccc1	/	/	/	-0.4	1308	/	/	/	/	0.37	1089	/	/	-1.62	-0.273	-0.749	1.45	-12.9	732
CCOc1ccccc1OCC(=O)NN1Cc2ccccc2C1=N	12.2	59.8	1.7%	-3.0	1124	1.2	1.3	3.6	-4.0%	-0.56	887	i	40.2	-0.248	-0.188	0.545	0.445	3.3	838
CCOC(=O)C1=C(C)OC(N)=C(C#N)C1c1cc(OC)c2c(c1)OCO2 (stereo not drawn)	-18.1	-8.0	2.1%	-2.6	1028	5.9	4.9	0.2	-0.4%	0.03	1237	i	-0.5	0.349	-0.302	0.215	0.227	/	/
Cc1cc(=O)oc2cc(OC(C)C(=O)NCC3CCCO3)ccc12 (stereo not drawn)	-1.8	3.2	0.8%	0.6	1522	2.2	1.0	1.4	-5.4%	-0.75	1391	i	19.4	1.47	-0.208	1.13	-0.888	/	/
COc1ccccc1CN(C)C(C)C(=O)Nc1cccc(C(C)=O)c1 (stereo not drawn)	3.2	-0.9	/	-1.0	1075	4.2	3.3	4.4	-2.4%	0.2	1155	i	1.9	0.485	-0.275	0.645	-0.465	19.9	685
C#CCSc1n[nH]c(-c2ccco2)n1	/	/	/	1.5	1028	/	/	/	/	0.06	1382	/	/	0.642	-0.252	0.068	-0.176	2.8	678
COc1ccc(CN=C2Nc3ccccc3CS2)cc1	6.3	-0.8	-3.3%	3.3	1443	1.4	0.8	12.3	0.0%	-0.5	1457	i	-1.1	1.96	-0.206	0.472	-1.03	/	/
O=C(c1ccco1)N1CCN(C(c2ccccn2)c2nnnn2C2CCCC2)CC1 (stereo not drawn)	-2.9	11.0	-0.3%	-1.1	1050	4.2	2.3	5.6	-5.9%	/	/	i	24.3	-0.942	-0.266	-0.61	1.11	-11.6	712
Cc1cc(NS(=O)(=O)c2ccc(NC(=O)CCCOc3ccc(Cl)cc3)cc2)no1	-1.1	6.8	0.1%	-3.0	594	4.4	3.2	3.8	-10.9%	2.36	1257	i	14.8	0.4	-0.335	0.304	-0.477	/	/
CC1CCN(CC(=O)c2c[nH]c3ccccc23)CC1	-0.5	-14.7	-0.8%	-0.8	975	2.3	1.2	8.9	-2.3%	-1.86	1199	i	-12.7	0.664	-0.184	0.666	0.352	/	/
Cc1onc(-c2c(Cl)cccc2Cl)c1C(=O)NCc1ccccn1	-4.7	0.6	0.3%	/	/	2.4	3.2	9.2	-0.6%	-0.05	1255	i	23.9	0.17	-0.12	0.748	-0.104	23.1	711
C/C(=C\C(=O)c1c(O)cc(C)oc1=O)N(C)C	-5.8	5.3	-0.9%	-0.2	1093	1.7	2.4	5.1	-16.0%	-0.13	1242	i	5.2	-0.18	-0.3	-0.0641	0.333	-4.2	704
Cn1ncc2c(NNC(=O)c3ccccc3Cl)ncnc21	0.9	12.7	-1.9%	-1.4	1076	6.1	3.3	6.1	-10.0%	-0.22	1485	i	0.7	-0.179	-0.201	0.308	-0.766	4.1	682
Cc1nn(-c2ccc([N+](=O)[O-])cc2)c2c1C(c1ccc(OC(F)F)cc1)N1C(=N2)C(=O)Nc2ccccc21 (stereo not drawn)	1.8	6.2	-1.7%	1.0	1558	2.8	0.6	11.4	-4.5%	-2.71	961	i	19.9	-0.238	0.571	0.205	-0.0722	26.5	529
CC(=O)Nc1ccc(-c2csc(NCc3ccccc3)n2)cc1	-1.1	1.6	5.3%	0.5	1489	1.8	1.3	2.4	-1.4%	0.79	1454	i	13.2	-0.22	-0.359	-0.0185	-0.0538	-7.8	699
CCc1ccc(/C=C2\SC(=S)N(CCC(=O)N3CCN(C)CC3)C2=O)cc1	7.9	-7.6	-4.3%	0.5	918	3.8	2.9	6.3	-4.2%	1.72	1576	i	-26.1	-0.286	-0.244	-0.0333	0.676	4.4	677
Next records follow:
SMILES	WT yeast gro inh	WT yeast gro inh mutant strain	ER stress rescue	bCat nuc transl	bCat nuc transl cell count 5 µM	MT stabilizer	MT stabilizer Hoechst-high %	MT stabilizer cytotoxicity %	XIAP displacement	Ins promoter up	Ins promoter up cell count	Autophagy HCS	Autophagy HCS cell loss 18 h	Dynein cargo inh	Dynein cargo inh cytoplasmic EGFP	Dynein cargo inh nuclear GR-EGFP	Dynein cargo inh cell count	Lipid droplet	Lipid droplet cells 6.5 µM
CC(C)NC(=O)C1CCN(C2CCN(C(=O)C3=CCCC3)CC2)CC1	2.1	-4.8	-0.2%	3.0	990	3.2	1.2	6.4	-3.9%	1.18	1418	i	-15.3	0.128	0.11	-0.0859	0.871	-5.9	759
COC(c1ccccc1)c1nnc(CCC(=O)N2CCCCCCC2)o1 (stereo not drawn)	-9.6	1.1	0.8%	0.3	920	1.0	0.9	6.6	-5.4%	-0.38	1653	i	-2.9	-0.219	-0.351	0.0947	1.38	-39.4	714
COc1ccc(Cl)cc1NC(=O)CSc1nnc(Cn2c(=O)sc3ccccc32)n1C	-2.5	-2.6	5.4%	-3.7	1203	2.3	2.2	9.2	-2.6%	0.07	1243	i	-4.5	-0.928	-0.178	-0.156	1.13	5.7	742
O=C(O)CN1C(=O)COc2cc(S(=O)(=O)N3CCCC3)ccc21	10.8	5.1	1.2%	/	/	4.9	1.9	3.8	/	-0.81	890	/	/	-1.33	-0.273	-0.67	1.23	/	/
COc1ccccc1NS(=O)(=O)c1cccc(NC(=O)Cc2cccs2)c1	-21.1	-13.9	2.2%	-0.7	960	1.1	2.0	9.1	1.1%	0.04	1327	i	-5.2	-0.271	-0.0556	0.283	1.2	11.3	586
Cc1onc(-c2c(Cl)cccc2Cl)c1C(=O)NC(C)(C)CO	-13.2	-20.3	-1.5%	0.9	982	1.1	2.2	43.3	-0.5%	0.15	1205	i	-4.9	-0.401	-0.223	0.0975	-0.493	-16.9	740
Cc1ccc(S(=O)(=O)c2nc(NC3CCS(=O)(=O)C3)sc2Cl)cc1 (stereo not drawn)	4.6	-1.2	5.0%	0.9	987	2.2	1.8	6.1	-8.6%	/	/	i	-0.1	2.14	-0.271	1.74	-0.324	-4.3	760
O=C1CNC(=S)N1c1nc2ccccc2s1	/	/	/	0.4	1231	/	/	/	/	-0.34	1075	/	/	-0.751	-0.245	0.248	0.434	-0.4	750
Cn1c(Cn2c(=O)sc3ccccc32)nnc1SCC(=O)N1CCN(c2ccccc2)CC1	6.9	1.3	-0.1%	-3.8	1230	5.5	2.6	8.6	-1.1%	0.02	1241	i	-5.1	-0.0462	-0.247	0.185	0.977	-3.2	724
CN(C)/C=C(\c1cnc(Cl)s1)S(=O)(=O)c1ccccc1	9.6	19.6	0.5%	0.7	1478	3.5	2.2	9.3	-6.8%	-0.13	1430	i	22.1	0.752	0.0925	0.571	-0.469	-31.2	725

Source: PubChem BioAssay (several laboratories)
